MKP-3 inhibition: inhibition of rat DUSP6 enzyme activity – biochemical, in vitro, primary screen (AID 425); recombinant MKP-3 phosphatase activity, fluorescence; higher % means a stronger effect; inhibition, % at 20 µM; hits with a dose series show IC50 in µM; 110,000 compounds, 0.17% hits; in the data active = inhibition above about 50%;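 note: plate controls were vehicle for no effect and reference inhibitor for full effect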
Hsp70 inhibitors: Hsp70 inhibitors, probe displacement, primary screen, biochemical, fluorescence polarization (AID 583); 140,000 compounds, 0.06% hits; displacement, % at 20 µM, or IC50 in µM where a hit was titrated; Hsp70 fluorescence polarization probe displacement, mP; higher % means a stronger effect; in the data active = displacement above about 50%;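 note: plate controls were vehicle for no effect and reference ligand for full effect; a part of the inactive calls stands beside numbers as strong as those of hits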
* marks the source's active call; other numbers are inactive results; nt = no result given; & = joins results of further samples. An excerpt (hit frequency here may not be typical).

MKP-3 inhibition	Hsp70 inhibitors	molecule
-1%	2.3%	CC1=C(C(=O)Nc2cc(-c3cccc(F)c3)[nH]n2)C2(CCCCC2)OC1=O
3%	5.6%	COc1cccc(OCCNC(=O)Cc2cccc3ccccc23)c1
-4%	1.3%	COc1cccc(N2C(N)=NC(N)=NC2(C)C)c1
-11%	-0.5%	O=C(Cn1c(NCCCO)nc2ccccc21)c1ccco1
1%	-2.1%	CN1c2ccccc2C(C)(C)C12C=Nc1c(ccc3cc4ccccc4cc13)O2 (stereo not given)
nt	2.1%	O=c1[nH]c2ccc(NC(=S)Nc3ccc(Cl)cc3)cc2[nH]1
3%	-2.0%	Clc1ccc(-c2nc(-c3ccccn3)no2)cc1
1%	1.1%	CCNc1nc(NC(C)C)nc(Oc2ccc(OCCOc3ccc(C)cc3)nn2)n1
nt	3.5%	Cc1c(NC(=O)N(C)C)c(=O)n(-c2ccccc2)n1C
1%	1.6%	COc1ccccc1OCCn1cc(C=C2C(=O)N(C)C(=O)N(C)C2=O)c2ccccc21
nt	-7.4%	Cc1nn(CC(O)c2ccccc2)c(C)c1Br (stereo not given)
-9%	3.5%	CCOc1ccccc1N(CC(=O)N1CCCCCC1)S(C)(=O)=O
0%	1.6%	O=C(Nc1ccc2ccccc2c1)c1ccc(Cl)c(Cl)c1
3%	-1.5%	O=c1[nH]ncc2c3ccccc3n(Cc3ccccc3F)c12
7%	-3.6%	c1ccc(-c2nc(-c3ccco3)cs2)nc1
nt	24%	CCOc1ccc(NS(=O)(=O)c2ccc(OC)c(C)c2)cc1
-5%	-2.1%	Cc1cc(C)cc(OCC(=O)Nc2ccc(N3CCN(S(C)(=O)=O)CC3)cc2)c1
0%	-4.6%	Cc1ccc(S(=O)(=O)N2CCC(C(=O)N[C@@H](C)C(=O)NCCc3ccccc3)CC2)cc1
-6%	-3.9%	COC(=O)c1ccc(CSc2nc(N3CCOCC3)c3c(c2C#N)CC(C)(C)OC3)o1
0%	1.4%	CCN(CC)S(=O)(=O)c1ccc(C(=O)C(C#N)c2ccccn2)cc1 (stereo not given)
-7%	1.0%	Cc1cc(C(=O)Nc2cccnc2)on1
-11%	-7.7%	COc1cccc(N2CCN(C(=O)C3CCCN(S(=O)(=O)c4cnc[nH]4)C3)CC2)c1 (stereo not given)
-2%	-4.8%	COCCN(C(=O)Cc1cccs1)c1nnc(-c2ccncc2)s1
1%	0.7%	COc1cc(NC(=O)CCc2ccccc2)c(OC)cc1Cl
-12%	5.2%	COc1ccc2c(c1)C(C)=CC(C)(C)N2C(=O)C(C)N1C(=O)c2ccccc2C1=O (stereo not given)
nt	-0.8%	COc1cccc(CN2C(=O)CCC2(C)C(=O)NC2CCCC2)c1 (stereo not given)
-13%	1.4%	CCOc1ccc(NC(=O)c2ccccc2NC(=O)CN2CCN(C(C)=O)CC2)cc1
-4%	-0.6%	CC(=O)OC(C)C[N+](C)(C)C (stereo not given)
1%	-1.8%	C/C(=N\NC(=O)c1cc(-c2ccccc2)n[nH]1)c1ccccc1
0%	-1.1%	COc1ccccc1N1CCN(S(=O)(=O)c2ccccc2F)CC1

Quoted from the listing:
`CC(=O)OC(C)C[N+](C)(C)C` (stereo not given) | MKP-3 inhibition: -4%
`C/C(=N\NC(=O)c1cc(-c2ccccc2)n[nH]1)c1ccccc1` | MKP-3 inhibition: 1%

The listing continues.
MKP-3 inhibition	Hsp70 inhibitors	molecule
0%	4.6%	O=P(c1ccccc1)(c1ccccc1)C(c1ccco1)N1CCOCC1 (stereo not given)
0%	27%	COc1cc([N+](=O)[O-])ccc1-c1ccc(/C=C(\C#N)C(N)=O)o1
-5%	1.7%	CCOC(=O)Nc1cc2c(C)cc(=O)oc2cc1C
nt	-0.1%	CCc1c(C(C)S(=O)(=O)c2ccc(C)cc2)[nH]c(=O)n1-c1ccc(OC(F)(F)F)cc1 (stereo not given)
3%	-5.4%	Cc1ccc(-c2nnc(SCC(=O)Nc3ccc(S(=O)(=O)N4CCCCCC4)cc3)o2)cc1
-11%&-5%	3.7%&2.1%	CC(C)C12CN3CC(C(C)C)(CN(C1)C31C(=O)Nc3ccccc31)C2=O (stereo not given)
nt	-3.6%	O=C(O)CCCCNCc1ccccc1
5%	-1.4%	CS(=O)(=O)N(CC(=O)N(Cc1ccccc1)Cc1ccccc1)c1ccc(Cl)cc1
-1%	-2.0%	O=C1CC(c2ccc(Cl)cc2)c2cc(Br)c3ccccc3c2N1 (stereo not given)
-12%	5.9%	Cc1cc(C)c(S(=O)(=O)N(C)Cc2cnn(C)c2)c(C)c1

Whole records, quoted from the list:
Clc1ccc(-c2nc(-c3ccccn3)no2)cc1 across the screens: MKP-3 inhibition: 3%; Hsp70 inhibitors: -2.0%
CCOc1ccc(NS(=O)(=O)c2ccc(OC)c(C)c2)cc1 across the screens: MKP-3 inhibition: nt; Hsp70 inhibitors: 24%

Further records follow:
MKP-3 inhibition	Hsp70 inhibitors	molecule
-10%	-0.5%	COc1ccc(C2=NOC(C(=O)NCc3ccc(F)cc3)C2)cc1OC (stereo not given)
0%	2.4%	O=C(On1c(-c2ccccc2)nc2ccccc2c1=O)c1cccc([N+](=O)[O-])c1
-8%	-1.1%	Cc1nnc(SCC(=O)Nc2nc3c(s2)CC(C)CC3)s1 (stereo not given)
nt	0.8%	CC(C)(C)C(=O)Nc1nc(-c2ccc3c(c2)OCO3)cs1
2%	-2.8%	CCCOc1cccc(C(=O)Nc2cc3nn(-c4ccc(OC)cc4)nc3cc2C)c1
-1%	-0.7%	CCOc1ccc2cc(S(=O)(=O)n3nnc4ccccc43)ccc2c1
-5%	6.0%	CCOC(=O)C1=C(C)NC(C)=C(C(=O)OCC)C1C1=COCCO1
-5%	0.5%	Cc1ccc(Cn2c(Sc3nnc(C)s3)nc3c2c(=O)[nH]c(=O)n3C)cc1
0%	5.0%	O=c1cc2n(c(=O)[nH]1)CCC1=C2CCCC1
-12%	0.2%	CCOC(=O)C1=C(C)Nc2ccccc2N=C1NC(=O)CCCN1C(=O)c2ccccc2C1=O
3%	-2.7%	CCCC(CCC)C(=O)Nc1ccc2c(c1)N(C(=O)CN1CCOCC1)c1ccccc1CC2
2%	2.2%	Cn1c(=O)c2c(nc(NCCOc3ccc(F)cc3)n2C)n(C)c1=O
5%	-4.5%	CC1=C(C(=O)OCc2ccccc2)C(c2ccccc2I)C2=C(CCCC2=O)N1 (stereo not given)
4%	-3.9%	Cc1cc2nc(-c3cc(N)ccc3Cl)oc2cc1C
1%	-0.8%	COC(=O)C1=C(C)N(C)C(C)=C(C(=O)OC)C1c1ccccc1OCc1ccccc1
0%	4.4%	O=C(CCC(=O)OCC(F)(F)C(F)F)Nc1nc2ccccc2s1
nt	2.6%	O=C(COc1ccc(Cl)cc1)N1CCCC1
-1%	5.7%	COc1cccc(NC(=O)CN(c2ccc(OC)c(Cl)c2)S(=O)(=O)c2ccccc2)c1
-10%	-0.4%	CCC(=O)Nc1c2c(nn1-c1ccc(F)cc1)CS(=O)C2 (stereo not given)
-11%	-4.1%	CC(=O)NC1(C(F)(F)F)C(=O)Nc2c1c(=O)n(C)c(=O)n2C (stereo not given)

Entries shown so far that have a nitro group on carbon:
MKP-3 inhibition	Hsp70 inhibitors	molecule
0%	27%	COc1cc([N+](=O)[O-])ccc1-c1ccc(/C=C(\C#N)C(N)=O)o1
0%	2.4%	O=C(On1c(-c2ccccc2)nc2ccccc2c1=O)c1cccc([N+](=O)[O-])c1

(cont.)
MKP-3 inhibition	Hsp70 inhibitors	molecule
3%	1.4%	O=C(CSc1nc2ccccc2c(=O)n1-c1ccccc1)c1cc(Cl)sc1Cl
2%	3.8%	Cc1ccccc1OCCCN1CCCC1
4%	1.3%	CN(C)c1ccc(NC(=O)COc2ccccc2Cl)cc1
-1%	2.1%	COc1ccc(-c2nc(-c3ccc(Br)o3)no2)cc1OC
-2%	2.9%	Cc1cc(=O)[nH]c2c(C)c(N)ccc12
5%	1.0%	C/C(=N\N=C1\NC(=O)C(CC(=O)Nc2ccccc2C)S1)c1ccc(F)cc1 (stereo not given)
4%	3.9%	COc1ccc(Cl)cc1C(=O)N1CCN(c2cccc(C)c2C)CC1
3%	5.3%	S=c1[nH]nc(-c2cc3ccccc3o2)n1-c1ccccc1
-10%	-5.8%	CCOC(=O)C1CCN(C(=O)c2cc3c(-c4ccc(OC)c(OC)c4)nn(C)c3s2)CC1
1%	5.4%	COCc1nnc(NC(=O)c2ccc(NC(C)=O)cc2)s1

Reformatted as tab-separated lines: 2 of the compounds above
smiles	MKP-3 inhibition	Hsp70 inhibitors
CN(C)c1ccc(NC(=O)COc2ccccc2Cl)cc1	4%	1.3%
COc1ccc(-c2nc(-c3ccc(Br)o3)no2)cc1OC	-1%	2.1%

Next structures:
MKP-3 inhibition	Hsp70 inhibitors	molecule
0%	0.6%	COc1cc2c(=O)c3ccccc3sc2c(OC)c1OC
5%	-0.7%	COc1cc(Br)c(CNc2cccc(C)c2)cc1OC
5%	-1.1%	Cc1ccc(C(=O)O)cc1N1C(=O)c2ccc(C(=O)c3cccc([N+](=O)[O-])c3)cc2C1=O
1%	3.3%	COC(=O)c1nn2c(C(F)(F)F)cc(-c3ccccc3)nc2c1Br
nt	-5.0%	CC(C)(NO)/C(=N\O)c1ccc(Cl)cc1
1%	-1.1%	COc1ccc(/C=N/Nc2nnc(-c3ccccc3)c(-c3ccccc3)n2)cc1
-8%	-0.7%	CCc1[nH]nc2c1C(c1ccncc1)C(C#N)=C(N)O2 (stereo not given)
-17%	-3.4%	Cn1c(SCC(=O)NCCc2ccccc2)nnc1-c1ccncc1
nt	-5.8%	O=C(c1ccccc1)c1ccc(OCCn2cnc3ccccc3c2=O)cc1
-4%	-3.1%	CCOC(=O)CSc1nnc(-c2cccnc2)n1Cc1ccccc1
-7%	4.5%	Cc1ccccc1NC(=O)/C(=C\c1ccccc1Cl)NC(=O)c1ccccc1
nt	-0.6%	CNC(=S)N1N=C(c2ccc(C)cc2)CC1c1ccc(Cl)cc1 (stereo not given)
-7%	3.1%	COC(=O)Cn1c(=O)c2c(nc(Br)n2CC(=O)OC)n(C)c1=O
3%	3.5%	CC12CC(c3ccccc3O1)N(C(=O)c1ccco1)C(=O)N2c1ccccc1 (stereo not given)
2%	-5.0%	CCOC(=O)c1cnn(-c2cc(C)c3ccccc3n2)c1N
-2%	4.4%	CN(C)c1cccc(NC(=O)C(c2ccccc2)c2ccccc2)c1
-6%	-1.1%	CCN(Cc1ccccc1)C(c1ccccn1)c1nnnn1C(C)(C)CC (stereo not given)
2%	-0.7%	CC(C)CN1C(=O)/C(=C/c2ccc(C(C)(C)C)cc2)SC1=S
1%	0.1%	COc1ccc(Nc2nc(-c3cc4cc(OC)ccc4oc3=O)cs2)cc1
nt	5.7%	COc1ccc(-c2nc(NC(=O)Cn3ccc(C(F)(F)F)n3)sc2C)cc1
-5%	4.1%	Cn1c(C(=O)NCc2ccco2)cc2c(=O)[nH]c3ccccc3c21
6%	1.0%	CCOC(=O)N1CCN(C2OC(=O)c3ccccc32)CC1 (stereo not given)
nt	-0.5%	O=C(CNS(=O)(=O)c1ccc(Br)cc1)N1CCOCC1
-4%	3.0%	Cc1cccc(OCc2nnc(SCC(=O)Nc3ccc(C)c(C)c3)o2)c1
-13%	5.7%	C=CCn1c(O)c(CN2CCOCC2)c(C)c(C#N)c1=O
0%	-2.9%	C/C(CC(=O)Nc1cccc2c1CCCC2)=N\NC(=O)C(=O)NC1CCCCC1
2%	8.5%	COc1ccccc1-c1cc(C(=O)Nc2ccc(F)cc2F)no1
0%	3.7%	COc1ccc(-c2noc(CCC(N)=O)n2)cc1OC
-8%	2.1%	CCc1ccccc1NC(=O)Cn1nnc(-c2cccnc2)n1
-16%	-1.0%	COc1ccccc1N1CCN(C(=O)CSc2nnc(NC(=O)c3ccco3)s2)CC1
0%	-1.6%	CCOc1ccccc1NC(=O)CN(c1ccc(C)c(Cl)c1)S(C)(=O)=O
nt	5.0%	C=CCn1c(SCC(=O)Nc2nc(C)cs2)nnc1C(C)NC(=O)c1ccccc1Cl (stereo not given)
-3%	1.7%	CC(=O)Nc1ccc(N=Cc2ccc[nH]2)cc1
nt	-0.9%	Cc1ccc(C(C)C)c(OCCCN2C(=O)NC(C)(C)C2=O)c1
nt	-3.4%	COCCN1C(=O)/C(=C/c2ccc(Oc3ccc([N+](=O)[O-])cn3)c(OC)c2)SC1=Nc1ccccc1
2%	nt	CC(NC(=O)C(=O)NCCN1CCN(C(=O)c2ccc([N+](=O)[O-])cc2)CC1)c1ccccc1 (stereo not given)
-4%	2.6%	CC(C)c1nnc(NC(=O)c2cccc(-n3cnnn3)c2)s1
2%	4.8%	C/C(=N\NC(=O)c1cc(C2CC2)[nH]n1)c1ccc(Cl)cc1
4%	0.0%	CCOC(=O)C(=C/C(C)=C/c1ccco1)C(=O)OCC
4%	-12%	CCOc1ccc(C2=C/C(=C/c3ccc(Br)o3)C(=O)O2)cc1
-12%	-0.3%	CCN(CC)C(=O)CSc1nnc([C@H](CCSC)NC(=O)OC(C)(C)C)o1
-1%	-6.3%	COc1ccc(-c2cc(C(=O)NN)c3cc(Br)ccc3n2)cc1
nt	-1.6%	COc1ccc(Cc2nc(C(=O)Nc3ccccc3)cs2)cc1
-3%	2.2%	O=[N+]([O-])c1ccc(NCCNS(=O)(=O)c2ccccc2)c(Cl)c1
1%	-1.3%	COc1ccc(C(=O)N/C(=C\c2cccc([N+](=O)[O-])c2)C(=O)NCC2CCCO2)cc1 (stereo not given)
3%	0.2%	CC(C)CN1C(=O)/C(=C/c2cn(-c3ccccc3)nc2-c2cccs2)SC1=S

Bioassay records (PubChem)
